Pf growth 48h: inhibits P. falciparum growth in the first generation, 48 h; AID 504832; 310,000 compounds, 5.9% hits; Potency, µM (highest dose often 28.7 µM), inactives show top-dose activity change, negative = inhibition, hits mostly inhibitors; P. falciparum luciferase growth in erythrocytes, 48 h; further: potency means the concentration at half of the fitted maximal effect; on the % scale 0 is the no-effect control and ±100 the full control effect
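A one-generation exposure of luciferase-tagged malaria parasites in RPMI 1640/Albumax erythrocyte culture, 37 C and 5% CO2. Inhibition is inferred from decreased luminescence after adding detection reagent.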
Pf growth 96h: P. falciparum growth inhibition at 96 hour, primary screen for plastid delayed-death inhibitors. AID 504834. P. falciparum luciferase reporter growth, 96 h. Potency, µM (titrated, usually from 28.7 µM), for inactives: at the top dose activity change, negative = inhibition, hits mostly inhibitors. 320,000 compounds, 6.9% hits; further: potency means the concentration at half of the fitted maximal effect; on the % scale 0 is the no-effect control and ±100 the full control effect
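P. falciparum expressing integrated firefly luciferase, in erythrocytes at 2% hematocrit, 0.05% parasitemia, incubated with compounds 96 h at 37 C, 5% CO2. Growth inhibition read as loss of luminescence; two-generation exposure targets delayed-death apicoplast inhibitors.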
Shiga toxin inh: inhibitors of Shiga toxin in Vero cells | 290,000 compounds, 9.2% hits | inhibition, % at 38.7 µM | AID 2315 | Vero cells, Shiga toxin protein synthesis inhibition reporter; in the data active means inhibition mostly above about 28%, no sharp cut-off; inactive means mostly below about 43%; further: 0% is about no effect
Giardia FBPA inh: inhibitors of Giardia lamblia fructose-1,6-bisphosphate aldolase | purified Giardia FBPA | Potency, µM (highest dose often 59.6 µM), without a hit: top-dose activity, negative = inhibition, usual class: inhibitors | 290,000 compounds, 0.71% hits | AID 2451; further: potency means the concentration at half of the fitted maximal effect; on the % scale 0 is the no-effect control and ±100 the full control effect; nearly all actives have a fitted effect of over 55% in size
Target sequence (A8B2U2 whole entry, looked up): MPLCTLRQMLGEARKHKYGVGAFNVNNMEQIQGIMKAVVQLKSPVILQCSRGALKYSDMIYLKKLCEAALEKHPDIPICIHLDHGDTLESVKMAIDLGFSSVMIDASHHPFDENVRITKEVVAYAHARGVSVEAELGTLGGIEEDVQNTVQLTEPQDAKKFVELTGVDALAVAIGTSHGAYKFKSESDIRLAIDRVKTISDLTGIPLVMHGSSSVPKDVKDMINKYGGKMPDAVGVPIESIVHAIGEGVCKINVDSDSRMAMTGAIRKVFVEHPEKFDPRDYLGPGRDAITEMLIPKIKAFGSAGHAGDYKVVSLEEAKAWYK
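Giardia FBPA (40 nM reagent) was preincubated 10 min at RT with compound (up to 57.5 uM final), then substrate plus GAPDH/TPI/NAD/arsenate coupling system with diaphorase/resazurin was added; resorufin fluorescence (525/598 nm) was read after 20 min.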
Cycloheximide cs: counter-screen for Shiga toxin inhibitors: cycloheximide protein synthesis inhibition | cell reporter, cycloheximide protein synthesis inhibition counterscreen | max response, % | 300,000 compounds, 12% hits | AID 2314; in the data active means max response mostly above about 13%, no sharp cut-off; inactive means mostly below about 14%; further: read at 38.3 µM for the half of the compounds with a filed dose; 0% is about no effect
Sm TGR block: inhibitors of Schistosoma mansoni thioredoxin glutathione reductase | 360,000 compounds, 3% hits | Q962Y6 | Potency, µM (titrated, usually from 114 µM), for inactives: at the top dose activity change, negative = inhibition, most hits filed as inhibitors | purified TGR, DTNB reduction, TNB absorbance 405 nm; further: potency means the concentration at half of the fitted maximal effect; on the % scale 0 is the no-effect control and ±100 the full control effect; nearly all actives have a fitted effect of over 60% in size
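First, TGR (20 nM dispensed) and NADPH were mixed with compound. Second, a 15 min room-temperature incubation followed. Third, further NADPH and then DTNB were added to start the reaction. Finally, TNB absorbance was monitored kinetically.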
Active calls of the source: *; i = inactive; ? = inconclusive; nt = not tested or not shown; [ ] = remark or other dose. Unless noted, the call rests on the fitted dose curve; in most records, active means well fitted curve in the direction sought with a large enough effect; inconclusive means small, poorly fitted or top-dose-only effect, or another doubt; inactive means no such curve, though single readings can be large; an effect the other way counts as inactive or inconclusive.

SMILES	Pf growth 48h	Pf growth 96h	Shiga toxin inh	Giardia FBPA inh	Cycloheximide cs	Sm TGR block
CC(=O)c1ccccc1OCC(O)Cn1ccnc1 (stereo not drawn)	-13%	17%	17	-6%	0	14%
O=C(COc1ccc(S(=O)(=O)N2CCOCC2)cc1)N1CCOCC1	-21%	?	nt	nt	nt	0%
Cc1cc(C)c2c(NC(=O)CCl)nn(C)c2n1	3.7µM*	1.9µM*	26	-1%	26	32µM*
CC(C)CCSc1ncnc2c1oc1nc3c(cc12)COC(C)(C)C3	15%	nt	-18	5%	-2	-2%
Cc1cc(NC(=O)COc2cccc(C)c2C)no1	65%[activator]	2%	60*	2%	28*	4%
COc1ccccc1NC(=O)COc1ccccc1C(=O)Nc1ccccc1	?	0%	-7	-7%	-1	15%
c1ccc2c(-c3cn4ccccc4n3)c[nH]c2c1	?	?	142*	-10%	43*	-24%
CCc1ccccc1NS(=O)(=O)Cc1ccccc1	2%	?	-8	-7%	9	-21%
Nc1ncnc2c1C1(CCCCC1)Cc1ccccc1-2	-16%	8.3µM*	-12	5%	-3	-21%
C=CCC(C#Cc1ccccc1)[N+](C)(C)CC=C (stereo not drawn)	?	nt	27	-1%	4	43%[activator]
CCCCNC(=O)C1CCC(CNc2c(N3CCC(C)CC3)c(=O)c2=O)CC1 (stereo not drawn)	-13%	-7%	-6	-2%	1	-1%
Cc1noc(C(F)(F)F)c1C(=O)NNC(=O)c1cccc(C(F)(F)F)c1	-8%	2%	19	-3%	-1	-2%
CC1(C)CC(NCc2ccncc2)CC(C)(C)N1	24%	4%	8	-1%	-6	nt
CC(=O)Cn1cnc2sc(-c3ccccc3)cc2c1=O	nt	167%[activator]	36*	8%	39*	2%
O=C1[C@H](CC[C@H](O)c2ccc(F)cc2)[C@@H](c2ccc(O)cc2)N1c1ccc(F)cc1	nt	nt	-10	-8%	-2	11%
Cc1cc(=O)oc2cc(OCC(O)CN3CCN(c4ccc(F)cc4)CC3)ccc12 (stereo not drawn)	12%	nt	-8	0%	-1	-7%
COc1ccc(OC)c(NC(=O)c2sc3ncnc(N4CCN(c5ccccn5)CC4)c3c2C)c1	8.3µM*	?	16	1%	-3	0%
COC(=O)C(c1cc(OC)c(O)c(OC)c1)(N1CCNC(C)C1)C(F)(F)F (stereo not drawn)	5%	0%	-6	-29%	-1	-11%
CCCC(=O)Nc1ccc(Cl)c(NC(=O)c2cccc(OC)c2)c1	-21%	-4%	-11	-2%	8	8.9µM*
COc1ccc(OCCOC(=O)c2nc3nccc(C)n3n2)cc1	?	57%[activator]	-10	-1%	-2	0%
CCCCCc1nc2c(c3c1CCCC3)CCCC2	?	?	-12	4%	-1	9%
O=[N+]([O-])c1ccccc1S(=O)(=O)c1ccccc1[N+](=O)[O-]	-3%	28%	-2	1%	-3	5%
Cc1ccc(C(c2nnnn2CC2CCCO2)N2CCN(C)CC2)cc1 (stereo not drawn)	19%	2%	-7	0%	-2	-9%
COc1ccc(N2C(=O)CC(Sc3ccccc3C(=O)O)C2=O)c([N+](=O)[O-])c1 (stereo not drawn)	3%	21%	12	3%	11	11µM*
NCCCNCCCCNCCCNC(=O)Cc1ccc(O)cc1	nt	nt	i	2%[12.9 µM]	17	nt
Cc1cc(Br)ccc1NC(=O)CN(C)Cc1cccs1	?	3%	48*	7%	28	10%
COC(=O)/C=C1/N/C(=N\c2nc(C)cc(C)n2)N(c2ccc(Cl)cc2)C1=O	-19%	62%[activator]	-6	?	-3	?
CN(C)C(=S)c1ccc2ccccc2n1	?	nt	-2	-12%	14	5%
CCc1cc2cc3c(cc2nc1SCC(=O)OC(C)C)OCO3	-75%	-6%	13	-1%	11	nt
CCCc1cc(=O)[nH]c(SCc2ccccc2Cl)n1	nt	1%	-14	-15%	-6	1%
O=C(O/N=C\c1ccc(N2CCCCC2)c([N+](=O)[O-])c1)c1c(F)cccc1F	13%	49%[activator]	-3	-6%	0	23%
Cc1nnc(-c2cnn(C)c2N)n1CCCN1CCOCC1	?	32%[activator]	-9	-5%	15	3%
NC1=NC2C(N=C(Br)N2[C@@H]2O[C@H]3COP(=O)(O)O[C@@H]3[C@@H]2O)C(=O)N1 (stereo partly drawn)	nt	nt	-6	1%	8	nt
COc1ccc(/C(N)=N/OC(=O)Oc2ccccc2)cc1OC	18%	3%	-8	-24%	-3	-7%
O=C(CN1C(=O)NC2(CCCC2)C1=O)Nc1cc(Cl)ccc1Oc1ccccc1	?	?	nt	nt	nt	-9%
CCOC(=O)C(NCc1ccc2c(c1)OCO2)(NC(=O)CC)C(F)(F)F (stereo not drawn)	-7%	-19%	3	0%	-10	-5%
Cc1nc2cc([N+](=O)[O-])ccc2c(=O)n1-c1ccccc1[N+](=O)[O-]	20%	3%	-3	7%	-2	-16%
CCOC(=O)c1cc2occc2n1CC(=O)N1CCOCC1	19%	16%	18	3%	13	0%
CC(C)c1nc(SCC(=O)NC(=O)NC(C)(C)C)n[nH]1	?	?	5	-5%	-4	8%
CCCCNC(=O)c1ccc(NC(C)=O)c(Cl)c1	0%	?	17	7%	-2	-9%

Single records, as listed above.
C=CCC(C#Cc1ccccc1)[N+](C)(C)CC=C (stereo not drawn) as listed: Pf growth 48h = ?; Pf growth 96h = nt; Shiga toxin inh = 27; Giardia FBPA inh = -1%; Cycloheximide cs = 4; Sm TGR block = 43%[activator]
CN(C)C(=S)c1ccc2ccccc2n1 as listed: Pf growth 48h = ?; Pf growth 96h = nt; Shiga toxin inh = -2; Giardia FBPA inh = -12%; Cycloheximide cs = 14; Sm TGR block = 5%

Next structures follow.
SMILES	Pf growth 48h	Pf growth 96h	Shiga toxin inh	Giardia FBPA inh	Cycloheximide cs	Sm TGR block
COc1cccc(O)c1CN1CCC(Oc2ccc(C(=O)NCc3ccccn3)cc2)CC1	?	?	-4	11%	-2	-8%
COc1ccccc1CNC(=O)CN1C(=O)NC2(CCCc3sccc32)C1=O (stereo not drawn)	-13%	-24%	nt	nt	nt	-2%
CCN1C(=O)CSC1=Nc1ccc(C(=O)O)cc1	?	?	nt	-3%	8	-2%
CC(C)COC(=O)c1cccc2c1-c1ccccc1/C2=N\O	-1%	?	-5	3%	-1	-19%
CCOC(=O)c1ccccc1NS(=O)(=O)c1ccccc1	-15%	0%	-19	?	4	-4%
COc1ccc(N=C2NC(=O)/C(=C\C=C\c3ccccc3)S2)cc1	?	-1%	-12	-1%	-3	6%
C=C(C)COc1cc2oc(=O)c(CC(=O)N3C[C@H]4C[C@@H](C3)c3cccc(=O)n3C4)c(C)c2cc1Cl	-17%	10µM*	-9	8%	-2	?
COc1ccc(NC2CC(=O)N(c3cc([N+](=O)[O-])ccc3C)C2=O)cc1 (stereo not drawn)	15%	-1%	-10	0%	-1	40µM*
CC(C)Oc1ccc(CC(=O)NNC(=S)Nc2ccc(Br)cc2)cc1	-17%	?	-14	12%	-3	-12%
Cc1ccc2[nH]c(O)c(N=NC(=O)C(C)n3cnc4ccccc4c3=O)c2c1 (stereo not drawn)	2%	3%	-3	?	-2	3%
CCOc1ccc(-n2nnnc2SCC(=O)c2ccccc2)cc1	1%	-3%[5.75 µM]	-14	4%	1	-24%
C=CCN1C(=O)CN=C1Nc1ccc(F)cc1	10µM*	?	-1	-6%	-1	6%
CCc1cc(=O)oc2cc(C)cc(OC(C)C(=O)NCCCN3CCCC3=O)c12 (stereo not drawn)	?	?	2	nt	11	3%
CS(=O)(=O)c1cc([N+](=O)[O-])c(Sc2nc3ccccc3[nH]2)c([N+](=O)[O-])c1	0%	nt	3	?	15	1.4µM*
Cc1ccsc1C(=O)N/N=C/c1ccc2c(c1)OCO2	414%[activator]	413%[activator]	78*	1%	42*	0%
CCOc1ccc([C@@H]2CC=C(C(=O)O)CN2S(=O)(=O)c2ccc(C)cc2)cc1	?	?	nt	nt	nt	-29%
CCN(CC)S(=O)(=O)c1ccc(NC(=O)c2cc(-c3cccs3)nc3ccccc23)cc1	-26%	-16%	-1	0%	-1	0%
Cc1ccc(OCC(=O)c2cc(C)n(Cc3ccco3)c2C)c([N+](=O)[O-])n1	-13%	-24%	50*	3%	43*	35µM*
O=C(COC(=O)CNC(=O)c1ccc(Cl)cc1Cl)Nc1cccc(S(=O)(=O)N2CCCC2)c1	-3%	-16%	nt	nt	nt	50µM*
COC(=O)C1CN(C(=O)COc2cc(C)cc(C)c2)c2ccccc2O1 (stereo not drawn)	6%	?	-6	-5%	10	8%
CCn1c2ccccc2c2cc(NC(=O)CSc3nnc(-c4cccc(Cl)c4)o3)ccc21	0%	37%[activator]	-8	0%	-3	4%
Cc1ccc(-c2cc(C(F)(F)F)c(C#N)c(SCCC#N)n2)o1	-4%	-3%	-22	-3%	-4	-21%
CN(CC(=O)Nc1ccc(F)c(F)c1F)C(=O)C1CC(=O)N(C2CCCC2)C1 (stereo not drawn)	7%	51%[activator]	nt	nt	nt	-1%
CC(C)N(C(=O)C1CC(=O)OC12CCCCC2)C(C)C (stereo not drawn)	nt	19%	-3	3%	-3	1%
O=C(Cn1c(=O)sc2ccccc21)Nc1ccccc1C(=O)O	5%	?	-4	2%	-4	4%
CCOC(=O)/C=C/C(=O)Nc1ccc(Oc2ccccc2)cc1	0%	27%	-15	-6%	10	?
COC(=O)C1=C(N)OC(C)=C(C(C)=O)C12C(=O)N(C)c1ccccc12 (stereo not drawn)	6%	8.3µM*	-16	-8%	-8	16%
Cn1nnnc1SCC(=O)NCc1cccc(C(=O)O)c1	1%	-17%	19	26%	5	-1%
C=CCNC(=O)c1ccc(Cn2c(=S)[nH]c3cc4c(cc3c2=O)OCO4)cc1	9%	143%[activator]	2	-2%	-3	-9%
CCOC(=O)C1=C(COC(=O)CCc2ccc(CC)cc2)NC(=O)NC1C (stereo not drawn)	-1%	43%[activator]	nt	nt	nt	-4%
COc1cccc(CNC(=O)C2CCCN2S(=O)(=O)c2ccc3c(c2)C(C)(C)C(=O)N3C)c1 (stereo not drawn)	?	1%	-4	6%	-2	0%
NS(=O)(=O)c1ccc(-c2ccc(/C=C3\SC(=O)NC3=O)o2)cc1	1%	-26%	-1	?	-2	-19%
CCCOc1ccc(OCCCCNC(C)CC)cc1 (stereo not drawn)	nt	39%[activator]	-8	?	-5	-1%
COc1ccc(-c2cc(CNS(=O)(=O)c3cc(OC)ccc3OC)on2)cc1	-7%	-11%	-11	-7%	-3	-17%
O=C(CCN1C(=O)c2ccccc2C1=O)N1CCN(c2ccccn2)CC1	21%	29%	26	-3%	1	?
Cc1ccc(NN=C2c3ccccc3-c3ccccc32)cc1	106%[activator]	185%[activator]	70*	-14%	48*	-25%
OCCOc1ccc(C2=NCCO2)cc1	14%	7%	58	8%	15*	-5%
Cc1c(C(=O)OCc2ccccc2)[nH]c2c1C(=O)CC(c1ccco1)C2 (stereo not drawn)	1.5µM*	3%	-8	2%	-3	?
CC(C)c1ccc(OCC(=O)NC2CCCC2)cc1	?	-6%	63*	6%	34*	4%
COc1ccc(S(=O)(=O)Nc2ccc(N3CCOCC3)cc2)cc1[N+](=O)[O-]	-12%	-17%[5.75 µM]	-10	0%	5	nt
CCn1c(CC(=O)Nc2ccc(F)cc2)nnc1SCC(=O)NC1CCCC1	25%	99%[activator]	-5	-5%	-3	-3%
Cc1ccc(O)c(NC(=O)CSc2n[nH]c(C)c2[N+](=O)[O-])c1	?	?	13	-9%	5	-9%
